RGS4 inh = inhibitors of human RGS4; P49798; B-score at 10 µM; 0.45% of 310,000 active; HEK293 M3R/RGS4 inducible, Fluo-4 calcium flux; stronger effect = higher value; triggered by carbachol at its EC20;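 active = B-score, a plate-corrected calcium signal, over three deviations above library mean, with baseline fluorescence within five deviations of library mean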;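 note: RGS4 expression induced by doxycycline in cells with stable M3 receptor; B-score is computed from the integrated fluorescence ratio over baseline after carbachol; higher B-score means a larger calcium signal and so more RGS4 inhibition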
Target sequence (P49798 whole entry, looked up): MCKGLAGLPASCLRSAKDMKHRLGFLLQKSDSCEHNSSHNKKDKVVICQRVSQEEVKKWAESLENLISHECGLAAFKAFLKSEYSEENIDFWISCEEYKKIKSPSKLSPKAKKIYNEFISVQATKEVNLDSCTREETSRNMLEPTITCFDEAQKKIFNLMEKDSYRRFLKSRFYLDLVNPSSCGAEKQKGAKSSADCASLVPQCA
KCNK3 inh = human KCNK3 channel inhibition, primary screen; O14649; B-score at 10 µM; CHO-KCNK3 thallium flux, FluxOR fluorescence; stronger effect = lower value; 0.84% of 340,000 active; AID 602410;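 active = B-score under library mean minus 4 SD, starting fluorescence ratio at most library mean plus 5 SD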;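 note: more negative B-score means stronger inhibition of thallium flux through KCNK3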
Target sequence (O14649 whole entry, looked up): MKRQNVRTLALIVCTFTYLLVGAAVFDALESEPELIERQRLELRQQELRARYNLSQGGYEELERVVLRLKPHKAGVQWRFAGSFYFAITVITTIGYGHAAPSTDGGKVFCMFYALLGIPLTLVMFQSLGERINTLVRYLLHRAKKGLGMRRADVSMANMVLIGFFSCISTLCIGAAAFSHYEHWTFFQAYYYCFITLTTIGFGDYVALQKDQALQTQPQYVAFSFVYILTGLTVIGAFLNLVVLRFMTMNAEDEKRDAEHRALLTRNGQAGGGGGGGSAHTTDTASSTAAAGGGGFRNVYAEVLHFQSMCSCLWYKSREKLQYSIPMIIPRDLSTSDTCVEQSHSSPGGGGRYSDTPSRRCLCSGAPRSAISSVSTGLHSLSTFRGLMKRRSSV
SKKanGAS inh = inhibitors of SKKanGAS S. pyogenes growth in kanamycin (SK-promoter or general growth effect); BacTiter-Glo, 6 h; 1.3% of 300,000 active; inhibition, % at 7.5 µM;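 active = mean replicate score, as percent of positive control median, at least 50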;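 note: strain carries kanamycin resistance gene driven by streptokinase promoter and grows in 40 µg/ml kanamycin; loss of luminescence reflects streptokinase promoter inhibition or plain growth inhibition; 0% = median of DMSO wells and 100% = positive control at its reference dose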
KCNQ1 pot = human KCNQ1 channel potentiation or activation; P51787; CHO-K1 KCNQ1, thallium flux FluxOR fluorescence; stronger effect = higher value; B-score at 10 µM; 0.35% of 310,000 active;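 active = fluorescence ratio B-score, a plate-corrected score, at least three library SD, with initial intensity B-score within 5 SD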
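Assay system: stable KCNQ1 CHO-K1 line; medium: assay buffer, equal DMSO in all wells; timing: 90 min dye loading and 20 min compound exposure, both at room temperature; technique: kinetic FluxOR thallium fluorescence, 10-s 1-Hz baseline, 110-s post-stimulus read; read-out basis: B score of baseline-normalized fluorescence ratio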
ANO1 activ = activators or potentiators of mouse TMEM16A chloride channel | Q8BHY3 | HEK293 TMEM16A/YFP-H148Q/I152L, iodide quench fluorescence; stronger effect = lower value | B-score at 10 µM | 0.3% of 340,000 active;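 active = fluorescence-ratio B-score plate-corrected deviation score at least 3 library SD below zero, with starting fluorescence score within 5 deviations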;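 note: channel opened by trigger with iodide after compound preincubation; score built on the fluorescence ratio of max minus min over baseline; more negative score means more quench and so TMEM16A activation or potentiation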
RGS4 pot = RGS4 potentiation or activation; HEK293 M3R/inducible RGS4, carbachol calcium flux Fluo4; stronger effect = lower value; B-score at 10 µM; 0.92% of 310,000 active;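 active = B-score of the integrated calcium signal more than 4 SD below the library mean, with starting fluorescence not abnormally high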;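 note: negative B-score means reduced calcium response which marks RGS4 activation or potentiation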
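test system = HEK293 cells with stable M3R and inducible RGS4 | schedule = recording 10 s baseline at 1 Hz, 100 s post-agonist | technique = Fluo4-AM (2 µM) calcium-flux fluorescence, kinetic read | measure = Agonist-evoked peak-minus-minimum fluorescence over baseline, integrated ratio, B score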
KCNQ1 inh = blocks the human KCNQ1 potassium channel. P51787. CHO-K1 KCNQ1, FluxOR thallium flux fluorescence; stronger effect = higher value. B-score at 10 µM. 1.3% of 310,000 active;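 active = compounds whose thallium flux B-score, printed positive for inhibition, exceeds three library SD while starting fluorescence stays within three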;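 note: channel opened by potassium depolarization with thallium stimulus after 20 min compound exposure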
KCNK9 inh = blocks the human KCNK9 two-pore domain potassium channel | 1.2% of 310,000 active | HEK293 KCNK9, FluxOR thallium flux fluorescence; stronger effect = lower value | B-score at 10 µM | AID 488922 | Q9NPC2;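 active = ratio B-score over 3 SD below the library mean, with starting fluorescence within 5 SD of its mean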;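 note: negative B-score means less thallium flux so channel inhibition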
Target sequence (Q9NPC2 whole entry, looked up, the tested form may be a part): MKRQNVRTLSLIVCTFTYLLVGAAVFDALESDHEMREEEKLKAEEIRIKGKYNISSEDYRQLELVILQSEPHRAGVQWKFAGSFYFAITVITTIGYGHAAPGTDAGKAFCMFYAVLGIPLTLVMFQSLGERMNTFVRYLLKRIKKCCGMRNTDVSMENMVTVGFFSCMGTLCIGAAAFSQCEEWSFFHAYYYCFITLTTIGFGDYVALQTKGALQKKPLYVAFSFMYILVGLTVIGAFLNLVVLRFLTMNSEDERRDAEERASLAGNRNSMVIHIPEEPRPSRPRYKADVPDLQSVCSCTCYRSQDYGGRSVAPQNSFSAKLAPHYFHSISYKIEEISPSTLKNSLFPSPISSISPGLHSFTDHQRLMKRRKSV
hERG rescue = hERG (human) protection from proarrhythmic block | 0.51% of 310,000 active | activation (rescue from dofetilide block), less the hit threshold, % at 10 µM | CHO-hERG, FluxOR thallium flux, dofetilide IC70 present | AID 1511 | Q12809;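 active = activation above the mean of controls blocked by dofetilide plus 5 SD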;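 note: thallium influx through hERG after potassium depolarization seen as dye fluorescence rise; in these data hits start at about 4.7%; inactives centre near -7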
ANO1 block = blocks the mouse calcium-activated chloride channel TMEM16A; 1.2% of 310,000 active; HEK293 TMEM16A/YFP iodide influx fluorescence, ionomycin; AID 588511; Q8BHY3; normalized B-score (activity score, 25-100; higher = stronger inhibition) at 10 µM;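 active = ratio plate-corrected score three or more library SD toward inhibition, starting fluorescence score within five deviations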;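 note: score derived from kinetic fluorescence span divided by baseline fluorescence per well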
HDAC3 inhib = blocks human histone deacetylase 3; O15379; recombinant HDAC3, fluorogenic peptide/trypsin coupled, fluorescence; inhibition, % at 8.3 µM; 0.15% of 320,000 active; in the data active = inhibition above about 26%, passing the limit was not always enough
Numbers without * were called inactive; i = inactive; . = no result given.

SMILES | RGS4 inh | KCNK3 inh | SKKanGAS inh | KCNQ1 pot | ANO1 activ | RGS4 pot | KCNQ1 inh | KCNK9 inh | hERG rescue | ANO1 block | HDAC3 inhib
COc1ccc(NC(=O)CSc2nncn2C)cc1OC | i | i | -16 | i | i | i | i | i | -2 | i | -5
CCOC(=O)Cn1cc(C(=O)C(C)(C)C)c2ccccc21 | i | i | . | i | i | i | i | i | -13 | i | 5
CC1CCc2sc(C(=O)NCC(C)(C)N3CCOCC3)cc2C1 (configuration not stated) | i | i | 0 | i | i | i | i | i | -11 | i | -10
Cc1ccc(S(=O)(=O)N2CCC(=O)N(C(COCc3cccc(C)c3)C(C)C)CC2)cc1 (configuration not stated) | i | i | -5 | i | i | i | i | i | -7 | i | 16
O=C(NCc1nnc(SC/C=C/c2ccccc2)o1)c1ccco1 | i | i | -10 | i | i | i | i | i | -11 | i | -10
Cc1ccccc1NC(=O)Nc1ccccc1C(=O)NCc1ccccc1 | i | i | 0 | i | i | i | i | i | -4 | i | .
Cc1ccc(C(=O)n2nc(-n3cccc3)c3c(C)cc(C)nc32)cc1 | i | i | 7 | i | i | i | i | i | -19 | . | .
Nc1cccc2nc3ccccc3cc12 | i | i | 4 | i | i | i | i | i | -5 | i | .
CC12CCC(C(=O)Nc3cccnc3)(CC1=O)C2(C)C (configuration not stated) | i | i | -1 | i | i | i | i | i | 0 | i | 5
CN(C)/C=C(/C(=O)c1ccc(Cl)cc1)S(=O)(=O)c1ccccc1 | i | i | -5 | i | i | i | i | i | -13 | i | 4
CC[n+]1c(-c2ccc(C)cc2)csc1Nc1c(C)n(C)n(-c2ccccc2)c1=O | i | i | 10 | i | i | i | i | i | -8 | i | .
COc1ccc(NC(=O)CCCc2c[nH]c3ccccc23)cc1OC | i | i | -1 | i | i | i | i | i | -9 | i | 0
O=C1NCCN1Cc1ccccc1F | i | i | -7 | i | i | i | i | i | -5 | i | 2
OCCn1c(SC2CCCCC2)nc2ccccc21 | i | i | -9 | i | i | i | i | i | -8 | i | -3
Cc1ccc(SCCNC(=O)c2ccc([N+](=O)[O-])c(C)c2)cc1 | i | i | -23 | i | i | i | i | i | -7 | i | 4
CCCn1nnnc1NC(=O)c1ccc(C)cc1Cl | i | i | 1 | i | i | i | i | i | -3 | i | -5
Cc1nn2c(-c3ccncc3)ccnc2c1Cl | i | i | -2 | i | i | i | i | i | -2 | i | 2
Cc1ccccc1NC1=C(Cl)C(=O)OC1OC(C)C (configuration not stated) | i | i | 0 | i | i | i | i | i | -4 | i | -1
CC(=O)c1c(C)[nH]c(C(=O)NCCc2ccc(Cl)cc2)c1C | i | i | 13 | i | i | i | i | i | -10 | i | 4
OCCCCNCc1ccc(OCc2ccc(Cl)cc2Cl)cc1 | i | i | 3 | i | i | i | i | i | -17 | i | -2
O=C(CC1Oc2ccccc2NC1=O)NCCCN1CCCC1=O (configuration not stated) | i | i | -3 | i | i | i | i | i | -2 | i | -2
Cc1nn(-c2ccccc2)c(C)c1/C=N/NC(=O)c1cnccn1 | i | i | 10 | i | i | i | i | i | -8 | i | 0
Cc1ccc(C)c(NC(=O)CCN2CC(C)OC(C)C2)c1 (configuration not stated) | i | i | -3 | i | i | i | i | i | -6 | i | 3
COc1ccccc1CNC(=O)COC(=O)c1ccccc1SCC(=O)N1CCCC1 | i | i | 2 | i | i | i | i | i | -20 | i | -2
COc1cc(C(C(=O)NC2CCCC2)N(Cc2ccccc2)C(=O)c2snc(C(N)=O)c2N)ccc1O (configuration not stated) | i | i | -2 | i | i | i | i | i | -12 | i | 5
O=C(CSCc1ccccc1)N/N=C/c1cc2c(cc1Br)OCO2 | i | i | -10 | i | i | i | i | i | -3 | i | 4
CCCCn1c(N)c(N(CC(C)C)C(=O)c2ccncc2)c(=O)[nH]c1=O | i | i | -4 | i | i | i | i | i | -11 | i | -5
Cc1ccc(-c2[nH]c3ccccc3c2C(C[N+](=O)[O-])c2ccco2)cc1 (configuration not stated) | i | i | 31 | i | i | i | i | i | -5 | i | 15
Cc1nc2c(-c3ccc(F)cc3)c(C)nn2c(C)c1CCC(=O)N1CCN(c2ccccc2)CC1 | i | i | 8 | i | i | i | i | i | -8 | i | -5
CC(C)c1ccc(/C=C2\SC(=O)N(CC(=O)NC3CCS(=O)(=O)C3)C2=O)cc1 (configuration not stated) | i | i | 8 | i | i | i | i | i | -5 | i | 9
CN(C)C(=O)c1cccn(Cc2ccc(C(F)(F)F)cc2)c1=O | i | i | 3 | i | i | i | i | i | -5 | i | -7
CC1CCN(c2ccc(S(=O)(=O)NC3=NCCCCC3)cc2[N+](=O)[O-])CC1 | i | i | 0 | i | i | i | i | i | -4 | i | .
O=C(NCc1cccnc1)/C(=C/c1ccc(-c2cccc(Cl)c2)o1)S(=O)(=O)c1ccccc1 | i | i | -2 | i | i | i | i | i | 3 | i | -17
C/C=N/NC(=O)CCCC(=O)N/N=C/C | i | i | -19 | i | i | i | i | i | -11 | i | 8
Cn1cc(CC(=O)NCc2ccc(F)cc2)c2ccccc21 | i | i | -1 | i | i | i | i | i | -7 | i | -1
O=C(NCCc1ccc(Cl)cc1)C1CCN(c2cnccn2)CC1 | i | i | -6 | i | i | i | i | i | -16 | 100* | 1
CC(=O)c1sc(NC(C)c2ccccc2)nc1C (configuration not stated) | i | i | -1 | i | i | i | i | i | -2 | i | 5
N#Cc1cc([N+](=O)[O-])ccc1NC(=O)COC(=O)CC1CCCC1 | i | . | -7 | i | . | i | i | i | -11 | i | -3
CCCNC(=O)NC(=O)CSc1ccc(C)cc1C | i | i | -6 | i | i | i | i | i | -5 | i | -8
COCC1CCN(C(=O)CCc2nnc(CCCCc3ccccc3)o2)CC1 | i | i | -2 | i | i | i | i | i | -10 | i | 2
COc1ccc(CNC(=O)CCCCCNC(=O)N2CCn3c2nc2ccccc23)cc1 | i | i | -4 | i | i | i | i | i | -9 | i | 1
CCN(CC)C(=O)Cn1c(=O)n(CCC(=O)Nc2ccc(F)cc2)c(=O)c2sccc21 | i | i | 4 | i | i | i | i | i | -7 | i | -5
Nc1ccccc1Nc1c(F)c(F)nc(F)c1Cl | i | i | 9 | i | i | i | i | i | -4 | i | 1
Cc1ccccc1Cn1cc(NC(=O)c2cc(C3CC3)on2)cn1 | i | i | 2 | i | i | i | i | i | -13 | i | 4
CC(=O)c1c(O)cc(C)n(Cc2ccccc2)c1=O | i | i | -5 | i | i | i | i | i | -3 | i | 4
Cc1cc(C)c2nc(C(F)(F)F)nc(N3CCN(C(=O)c4ccco4)CC3)c2c1 | i | i | 19 | i | i | i | i | i | -10 | i | -4
COc1ccc(CCNC(=O)c2nnn(-c3ccccc3OC)c2N)cc1OC | i | i | -2 | i | i | i | i | i | -8 | i | 3
O=C(COc1cc2oc(=O)c3c(c2cc1Cl)CCC3)NCC(O)c1ccccc1 (configuration not stated) | i | i | -8 | i | i | i | i | i | -9 | i | 4
O=C(Nc1cccc(O)c1)c1ccc(Br)c(S(=O)(=O)N2CCCCC2)c1 | i | i | -5 | i | i | i | i | i | -7 | i | 0
O=C(COc1cccc2cccnc12)NCc1cccs1 | i | i | -4 | i | i | i | i | i | -8 | i | -1
Cc1ccccc1C(=O)NCCCNC(=O)c1ccco1 | i | i | -1 | i | i | i | i | i | -5 | i | -8
O=C(N/N=C/c1ccccc1O)C1SCCCS1 | i | i | -14 | i | i | i | i | i | -3 | i | -4
CC(C)Oc1ccc(/C(O)=C2/C(=O)C(=O)N(CCN3CCNCC3)C2c2ccc(C(C)C)cc2)cc1 (configuration not stated) | i | i | -1 | i | i | i | i | i | -4 | i | -2
COc1ccc(-c2nnc(SCC(=O)Nc3cccnc3Cl)n2C)cc1 | i | i | 15 | i | i | i | i | i | -15 | i | -2
N#Cc1ccccc1NS(=O)(=O)c1cc2c3c(c1)CCC(=O)N3CCC2 | i | i | 9 | 8* | i | i | i | i | -7 | i | -1
CCOC(=O)c1ccc(NC(=O)CC2Sc3ncnn3C2=O)cc1 (configuration not stated) | i | i | -1 | i | i | i | i | i | -16 | i | 9
O=C(NCN1CCN(CCO)CC1)c1cnccn1 | i | i | -1 | i | i | i | i | i | -4 | i | -2
O=C(CCCn1ncn2c(cc3occc32)c1=O)N1CCc2ccccc2C1 | i | i | -5 | i | i | i | i | i | -12 | i | -6
Cc1ccc(S(=O)(=O)N2CCC(=O)N(C(COCc3cccc(C)c3)Cc3ccccc3)CC2)cc1 (configuration not stated) | i | i | 3 | i | -22* | i | i | i | -11 | i | 12
COc1ccc(Cl)cc1N1C(=O)CC(N2CCc3ccccc32)C1=O (configuration not stated) | i | i | 23 | i | i | i | i | i | -11 | i | -5

Assay outcomes as filed in PubChem.
